CIT2-GFP yeast: modulators of CIT2-GFP expression in yeast, primary screen, S. cerevisiae, GFP fusion, multiplex flow cytometry, MLPCN library; S. cerevisiae CIT2-GFP strain, 3 h; 100 means same as DMSO wells; GFP response vs DMSO, % at 10 µM; actives 0.065% (n = 320,000); AID 2029, 2009;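 active means GFP response relative to DMSO above a set limit, near the screen mean plus 3 SD, cut at about 150% in these data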;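 further: ratio of well median GFP fluorescence to mean of DMSO wells on the plate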
LAP4-GFP MLPCN: modulators of LAP4-GFP expression in yeast, primary screen, S. cerevisiae, multiplex flow cytometry, MLPCN library; 3 h; median GFP as percent of DMSO wells; GFP response vs DMSO, % at 10 µM; actives 0.34% (n = 320,000);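 active means GFP response vs DMSO above a set limit, about the screen mean plus 3 SD, cut at about 150% in these data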
AGP1-GFP MLPCN: modulators of AGP1-GFP expression in yeast TOR pathway, primary screen, cell-based, multiplex flow cytometry, S. cerevisiae, MLPCN library; 3 h; GFP as percent of DMSO wells; GFP response vs DMSO, % at 10 µM; actives 0.02% (n = 320,000);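 active means GFP response relative to DMSO above a set limit, near screen average plus 3 SD, cut at about 150% in these data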;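 further: median GFP channel fluorescence of the gated AGP1 strain per well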
JMJD2C inh: inhibitors of GASC-1 histone demethylase, primary screen, biochemical, fluorescence, DELFIA europium; actives 0.069% (n = 330,000); inhibition, % at 2.35 µM; GST-JMJD2C(1-420) H3K9me3 demethylation; AID 2099, 2009;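 active means more than half of a compound's replicate wells show inhibition beyond 50%, single wells judged on their own value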;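 further: signal counts dimethyl H3K9 product captured on neutravidin plate; 0% = median of DMSO wells and 100% = 0.3 times that DMSO median; strong numbers were not always called active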
Target sequence (Q9H3R0 1-420 limits assumed): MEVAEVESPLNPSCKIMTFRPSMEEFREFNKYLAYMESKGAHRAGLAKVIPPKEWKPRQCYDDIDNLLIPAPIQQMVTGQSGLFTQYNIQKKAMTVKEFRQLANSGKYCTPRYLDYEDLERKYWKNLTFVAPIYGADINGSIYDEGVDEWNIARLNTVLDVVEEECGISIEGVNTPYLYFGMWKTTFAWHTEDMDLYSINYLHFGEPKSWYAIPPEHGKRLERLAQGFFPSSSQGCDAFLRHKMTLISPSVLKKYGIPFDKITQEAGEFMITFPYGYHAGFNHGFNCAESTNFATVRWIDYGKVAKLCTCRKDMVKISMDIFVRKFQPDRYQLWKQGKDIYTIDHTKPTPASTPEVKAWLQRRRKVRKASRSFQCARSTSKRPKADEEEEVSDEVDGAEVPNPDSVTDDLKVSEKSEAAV
RPL19A-GFP yeast: RPL19A-GFP expression modulators in yeast, primary screen, cell-based, S. cerevisiae, multiplex flow cytometry, MLPCN; actives 0.3% (n = 330,000); S. cerevisiae RPL19A-GFP strain, 3 h; stronger effect = lower value; AID 2025, 2009; percent response vs DMSO, % at 10 µM;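 active means percent response vs DMSO below 50%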;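 further: median channel GFP fluorescence of the barcoded RPL19A-GFP strain; ratio of sample median GFP to plate DMSO average so 100% = DMSO; lower means less RPL19A-GFP as with rapamycin TOR inhibition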
GRK2 aptamer HTS: compounds blocking aptamer binding on GRK2 – biochemical, human GRK2, bead flow cytometry, HTS, primary screen; Beta-adrenergic receptor kinase 1 (Homo sapiens), P25098; FAM-aptamer displacement from GRK2; inhibition of aptamer binding, % at 10 µM; actives 0.59% (n = 330,000);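 active means inhibition of aptamer binding above 40%, roughly 3 SD of noise, on plates passing a quality check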;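 further: median bead fluorescence of bound FAM aptamer so fluorescent compounds give negative values; no value below 0 was filed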
MEP2 TOR yeast: modulators of MEP2-GFP levels in yeast, primary screen, S. cerevisiae, multiplex flow cytometry, MLPCN library | GFP response vs DMSO, % at 10 µM | S. cerevisiae MEP2-GFP strain, 3 h; 100% = DMSO control level | actives 0.51% (n = 330,000);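 active means GFP response versus DMSO above a set limit, roughly screen mean plus 3 SD, cut at about 180% in these data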;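 further: median GFP fluorescence of the barcode-gated MEP2-GFP cells per well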
VLA-4 inh: inhibition in human VLA-4 binding assay, primary screen, VLA-4 allosteric modulator project, MLPCN library, flow cytometry, VLA-4 expressing cells. inhibition, % (about 7 µM as worked out from the volumes in the protocol). AID 2557, 2010. ligand binding flow cytometry. actives 0.2% (n = 330,000); in the data active means inhibition above about 50%
The depositor's hits bear a star; i = inactive; / = no result given; [ ] = dose if it differs, or a comment.

SMILES	CIT2-GFP yeast	LAP4-GFP MLPCN	AGP1-GFP MLPCN	JMJD2C inh	RPL19A-GFP yeast	GRK2 aptamer HTS	MEP2 TOR yeast	VLA-4 inh
C=C(C)C(O)COc1c2occc2c(OC)c2ccc(=O)oc12 (stereo not drawn)	106	112	112	/	111	0	108	18
O=C(CSc1ccc2nnc(-c3ccncc3)n2n1)NCc1ccco1	95	110	95	-6	99	1	96	1
O=C(c1cnc2sccn2c1=O)N1CCN(c2ccccc2Cl)CC1	98	103	96	12	101	0	110	1
CC(=O)NN1C(=O)c2ccccc2NC1c1ccccc1 (stereo not drawn)	102	100	96	13	104	0	111	14
CC1Cc2ccccc2N1C(=O)c1cc2sccc2n1Cc1ccc(F)cc1 (stereo not drawn)	91	98	97	3	97	2	106	-1
Cc1ccc(NS(=O)(=O)c2ccc(CCC(=O)NCCO)cc2)cc1	113	110	112	-6	106	0	108	/
CS(=O)(=O)c1ccc(Cl)c(NC(=O)C2CC(=O)N(Cc3ccccc3)C2)c1 (stereo not drawn)	104	103	108	8	102	3	99	38
COc1ccc(C(=O)OCCN2CCCCC2)cc1	105	96	94	-9	93	0	93	6
CC(C(=O)N1CCOCC1)n1cc([N+](=O)[O-])cn1 (stereo not drawn)	98	91	99	-5	101	0	92	-1
COc1cccc(CNS(=O)(=O)c2ccc3c(c2)NC(=O)CS3)c1	99	98	104	4	101	1	104	2
CCOC(=O)C1(C)C=C(Nc2ccc(O)cc2)C(=O)N1c1ccc(O)cc1 (stereo not drawn)	96	105	104	6	101	6	100	8
COc1ccccc1OCc1n[nH]c(=S)n1Cc1ccccc1	97	115	101	-4	98	2	96	0
O=C(c1ccc(COc2ccccc2Cl)o1)N1CCN(c2ccccc2)CC1	87	104	101	26	106	4	96	-26
Cc1ccc(-c2nnn(CC(=O)N3CCC(C)CC3)n2)o1	104	101	99	1	102	0	102	-2
O=S(=O)(NN=C1CCCCCC1)c1ccc(Cl)cc1	100[may fluoresce green]	96[may fluoresce green]	101[may fluoresce green]	4	98[may fluoresce green]	0	99[may fluoresce green]	10
O=C(NCc1ccccn1)C1COc2ccccc2O1 (stereo not drawn)	103	105	98	15	98	90*	107	12
CC(CN1CCOCC1)OC(=O)Cc1ccc(Cl)cc1 (stereo not drawn)	103	97	101	-2	103	1	96	7
S=c1[nH]nc(C2CCCCC2)n1Cc1ccccc1	102	93	99	4	100	3	101	0
COCCNC(=O)CNC(=O)c1nn(-c2ccc(OC)c(Cl)c2)c(=O)c2ccccc12	103	90	99	98	95	0	94	-12
COCCN(C(=O)CC1CCCC1)c1c(N)n(CC(C)C)c(=O)[nH]c1=O	98	100	107	6	97	1	102	2
Cc1nc(SCC(=O)Nc2ccc(CN3CCCC3)cc2)c2c(C)c(C)sc2n1	98	94	94	-3	97	0	93	1
CSc1cccc(NC(=O)CN2C(=O)COc3ccc(S(=O)(=O)N4CCOCC4)cc32)c1	102	102	100	-27	103	4	99	5
CCn1c(C)nc2cc(C(=O)NNC(=S)Nc3ccccc3Cl)ccc21	100	104	98	4	105	1	112	-6
Cc1nc(N2CCN(c3ccc(Cl)cc3)CC2)[nH]c(=O)c1C	105	94	96	0	104	3	111	-4
CC1(C)CC(C(=O)Nc2nccs2)CCO1 (stereo not drawn)	107	101	109	-5	103	2	111	1
c1ccc2[nH]c(CSc3nnc(-c4ccncc4)o3)nc2c1	100	103	97	2	99	0	105	6
Cc1ccc(NC(=O)CN2C(=O)S/C(=C\c3cc(C)n(-c4ccc(C(=O)O)cc4)c3C)C2=O)cc1	96	98	100	-20	95	0	103	9
O=C1NC(NS(=O)(=O)c2ccccc2)(C(F)(F)F)C(=O)N1Cc1ccccc1 (stereo not drawn)	99	96	99	-12	96	2	102	7
C/C=C/C(=O)OCC(=O)Nc1ccc(F)cc1Cl	100	92	98	0	95	1	102	1
COC(=O)c1ccc2c(=O)n(Cc3ccc(C(=O)NCCCN4CCC(C)CC4)cc3)c(=S)[nH]c2c1	93	91	52	-2	98	0	104	-7
CCN(C(=O)COc1ccc2ccc(=O)oc2c1)C1CCCCC1	93	100	100	-3	96	5	96	17
O=C(Cc1ccc(Br)cc1)Nc1ccccc1N1CCCC1	92	83	79	9	101	0	96	-1
CCOc1ccc(C(CCc2ccccc2)NC(=O)c2ccc(OC)c(OC)c2)cc1OCC (stereo not drawn)	95	98	99	i	96	2	100	5
O=C(CN1C(=O)/C(=C\c2ccccc2F)SC1=S)Nc1nc2ccccc2s1	106	93	103	5	106	0	105	1
Nc1nonc1C(=O)NCCNCc1ccccc1OCc1ccc(F)cc1	111	110	107	2	/	0	104	11
O=C(COc1ccc(Cl)cc1)N(Cc1ccc(F)cc1)C1CCS(=O)(=O)C1 (stereo not drawn)	96	90	95	4	97	2	98	18
Cc1ccc(NC(=O)COC(=O)c2cccnc2)c(C)c1	98	109	106	-3	96	0	96	-6
O=C(CSc1nc2ccc(NC(=O)C3CCCCC3)cc2s1)NCC1CCCO1 (stereo not drawn)	93	101	99	17	104	1	97	-18
N#CC(C(=O)C1CCCCC1)c1nc2ccccc2[nH]1 (stereo not drawn)	99	105	99	-8	101	0	101	7
O=C(NCCc1c[nH]c2ccccc12)/C(=C/c1cccnc1)NC(=O)c1ccccc1	100	101	100	-2	98	0	108	-12
C/C(=N\NC(=O)NC1CCCCC1)C1CCCCC1	101	83	90	-2	99	0	111	-11
CC(C)N(Cc1cn(C)nc1-c1cccc(Cl)c1)Cc1nccn1C	98	103	102	24	102	1	97	1
Cc1cc(C(=O)Nc2cnn(Cc3ccc(Cl)cc3Cl)c2)no1	92	110	94	-1	98	0	107	1
CCc1cc2cc3c(cc2nc1SCC(=O)Nc1nccs1)OCO3	106	88	99	7	96	1	100	-1
CC1CN(c2ccnc3cc(Cl)ccc23)CC(C)O1 (stereo not drawn)	102	98	100	-20	102	0	111	1

An excerpt of these results, with values under each structure.
Values run as follows: CIT2-GFP yeast | LAP4-GFP MLPCN | AGP1-GFP MLPCN | JMJD2C inh | RPL19A-GFP yeast | GRK2 aptamer HTS | MEP2 TOR yeast | VLA-4 inh
CCn1c(C)nc2cc(C(=O)NNC(=S)Nc3ccccc3Cl)ccc21
→ 100 | 104 | 98 | 4 | 105 | 1 | 112 | -6
Cc1nc(N2CCN(c3ccc(Cl)cc3)CC2)[nH]c(=O)c1C
→ 105 | 94 | 96 | 0 | 104 | 3 | 111 | -4
CC1(C)CC(C(=O)Nc2nccs2)CCO1 (stereo not drawn)
→ 107 | 101 | 109 | -5 | 103 | 2 | 111 | 1
c1ccc2[nH]c(CSc3nnc(-c4ccncc4)o3)nc2c1
→ 100 | 103 | 97 | 2 | 99 | 0 | 105 | 6
Cc1ccc(NC(=O)CN2C(=O)S/C(=C\c3cc(C)n(-c4ccc(C(=O)O)cc4)c3C)C2=O)cc1
→ 96 | 98 | 100 | -20 | 95 | 0 | 103 | 9
O=C1NC(NS(=O)(=O)c2ccccc2)(C(F)(F)F)C(=O)N1Cc1ccccc1 (stereo not drawn)
→ 99 | 96 | 99 | -12 | 96 | 2 | 102 | 7
C/C=C/C(=O)OCC(=O)Nc1ccc(F)cc1Cl
→ 100 | 92 | 98 | 0 | 95 | 1 | 102 | 1
COC(=O)c1ccc2c(=O)n(Cc3ccc(C(=O)NCCCN4CCC(C)CC4)cc3)c(=S)[nH]c2c1
→ 93 | 91 | 52 | -2 | 98 | 0 | 104 | -7
CCN(C(=O)COc1ccc2ccc(=O)oc2c1)C1CCCCC1
→ 93 | 100 | 100 | -3 | 96 | 5 | 96 | 17
O=C(Cc1ccc(Br)cc1)Nc1ccccc1N1CCCC1
→ 92 | 83 | 79 | 9 | 101 | 0 | 96 | -1
CCOc1ccc(C(CCc2ccccc2)NC(=O)c2ccc(OC)c(OC)c2)cc1OCC (stereo not drawn)
→ 95 | 98 | 99 | i | 96 | 2 | 100 | 5
O=C(CN1C(=O)/C(=C\c2ccccc2F)SC1=S)Nc1nc2ccccc2s1
→ 106 | 93 | 103 | 5 | 106 | 0 | 105 | 1
Nc1nonc1C(=O)NCCNCc1ccccc1OCc1ccc(F)cc1
→ 111 | 110 | 107 | 2 | / | 0 | 104 | 11
O=C(COc1ccc(Cl)cc1)N(Cc1ccc(F)cc1)C1CCS(=O)(=O)C1 (stereo not drawn)
→ 96 | 90 | 95 | 4 | 97 | 2 | 98 | 18
Cc1ccc(NC(=O)COC(=O)c2cccnc2)c(C)c1
→ 98 | 109 | 106 | -3 | 96 | 0 | 96 | -6
O=C(CSc1nc2ccc(NC(=O)C3CCCCC3)cc2s1)NCC1CCCO1 (stereo not drawn)
→ 93 | 101 | 99 | 17 | 104 | 1 | 97 | -18
N#CC(C(=O)C1CCCCC1)c1nc2ccccc2[nH]1 (stereo not drawn)
→ 99 | 105 | 99 | -8 | 101 | 0 | 101 | 7
O=C(NCCc1c[nH]c2ccccc12)/C(=C/c1cccnc1)NC(=O)c1ccccc1
→ 100 | 101 | 100 | -2 | 98 | 0 | 108 | -12
C/C(=N\NC(=O)NC1CCCCC1)C1CCCCC1
→ 101 | 83 | 90 | -2 | 99 | 0 | 111 | -11
CC(C)N(Cc1cn(C)nc1-c1cccc(Cl)c1)Cc1nccn1C
→ 98 | 103 | 102 | 24 | 102 | 1 | 97 | 1

(more compounds)
SMILES	CIT2-GFP yeast	LAP4-GFP MLPCN	AGP1-GFP MLPCN	JMJD2C inh	RPL19A-GFP yeast	GRK2 aptamer HTS	MEP2 TOR yeast	VLA-4 inh
CC1(C)NC(=O)N(CCCC(=O)Nc2ccc(C(F)(F)F)cc2)C1=O	98	110	106	/	103	0	108	18
Cc1ccc(S(=O)(=O)N(C)C[C@H]2Oc3ccc(NC(=O)Nc4c(C)noc4C)cc3CC(=O)N([C@@H](C)CO)C[C@@H]2C)cc1	91	101	95	-5	93	0	95	10
CC(C)NC(=O)COC(=O)c1cc(=O)[nH]c2ccccc12	/	96	100	-4	102	0	109	4
C=C(C)Cn1c(SCC(=O)O)nnc1-c1ccccc1	108	100	102	-5	100	2	101	2
Cc1ccc(NC(=O)N2CCc3ccccc3C2)c(C)c1	92	83	87	-10	106	0	98	-7
COc1ccc(/C=C2\CCCCC2=O)cc1	100	121	103	-20	100	1	101	-4
CCC1Oc2ccccc2N(CC(=O)NC2CCCCC2)C1=O (stereo not drawn)	99	91	91	28	104	2	93	-12
CCN(CC)S(=O)(=O)c1cc(NC(=O)C(C)Nc2ccccc2N2CCOCC2)ccc1C (stereo not drawn)	92	104	102	-13	95	0	90	-6
COC(=O)c1ccc2c(=O)n(CCCCCC(=O)NC(C)C)c(=O)[nH]c2c1	111	106	107	8	104	3	108	7
O=C(Nc1nonc1-c1ccc(Cl)cc1)c1ccco1	113	92	84	-3	105	0	117	4

High-throughput results as filed in PubChem.
